PP5 inh: inhibitors of human protein phosphatase 5 (PP5); P53041; purified PP5c, OMFP substrate fluorescence; inhibition, % at 6.7 µM; 320,000 compounds, 0.18% hits; AID 1987;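 active = inhibition above the campaign's mean inhibition across all tested compounds plus 3 SD, cut at about 9.5% in these data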;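 also: 0% = DMSO only and 100% = 100 µM cantharidin control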
GRK2 inh: blocks RNA aptamer binding to human GRK2. bead flow cytometry, FAM-aptamer displacement from GRK2. inhibition of aptamer binding, % at 10 µM. 330,000 compounds, 0.59% hits. AID 488847;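 active = inhibition of aptamer binding above 40%, roughly 3 SD of noise, on plates passing a quality check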;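 also: median bead fluorescence of bound FAM aptamer so fluorescent compounds give negative values; no value below 0 was filed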
proCasp7 act: activates human procaspase-7, counter-screen for procaspase-3 activators. P55210. recombinant procaspase-7, Ac-DEVD-pNA absorbance 405 nm; D23A/D198A/D206A triple mutant, cannot self-cleave; scale: DMSO 0, 5 µM enzyme 100. activation, % at 8.5 µM. 330,000 compounds, 0.093% hits;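 active = percent activation above the screen-wide mean plus 3 SD, cut at about 25% in these data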
Target sequence (P55210 whole entry D23A/D198A/D206A): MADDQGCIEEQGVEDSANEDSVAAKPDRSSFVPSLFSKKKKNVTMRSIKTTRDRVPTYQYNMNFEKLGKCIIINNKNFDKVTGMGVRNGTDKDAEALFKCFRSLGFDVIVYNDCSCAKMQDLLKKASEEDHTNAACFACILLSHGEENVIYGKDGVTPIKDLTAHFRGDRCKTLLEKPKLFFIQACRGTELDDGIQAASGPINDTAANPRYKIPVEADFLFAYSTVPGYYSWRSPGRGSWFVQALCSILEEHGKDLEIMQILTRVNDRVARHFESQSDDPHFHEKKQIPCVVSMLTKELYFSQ
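buffer or medium = Zinc-free HEPES/NaCl buffer, pH 7.4 | material = Procaspase-7 triple mutant (PC-7 D3A) | input = 2 µM procaspase-7 mutant as dispensed | signal = Epi-absorbance of released pNA at 405 nm, two timepoints | timing = 1 h preincubation, 2 h reaction | replicates = singlicate compound testing | evaluation = % activation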
proCasp3 act: activates human procaspase-3 | activation, % at 8.5 µM | AID 463141 | recombinant procaspase-3 D3A, Ac-DEVD-pNA absorbance 405 nm | 330,000 compounds, 0.11% hits;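 active = activation above the mean of all tested compounds plus 3 SD, cut at about 21% in these data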;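 also: 0% = DMSO alone and 100% = DMSO wells spiked with extra 5 µM PC-3 D3A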
Target sequence (P42574 whole entry D9A/D28A/D175A): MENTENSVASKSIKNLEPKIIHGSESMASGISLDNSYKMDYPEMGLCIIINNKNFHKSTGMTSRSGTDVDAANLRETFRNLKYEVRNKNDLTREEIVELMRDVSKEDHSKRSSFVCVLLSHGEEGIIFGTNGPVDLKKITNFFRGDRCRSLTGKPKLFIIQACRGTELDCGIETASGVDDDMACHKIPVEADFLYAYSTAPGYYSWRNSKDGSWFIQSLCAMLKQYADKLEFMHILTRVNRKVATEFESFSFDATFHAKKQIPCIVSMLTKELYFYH
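Assay system: Autoprocessing-dead procaspase-3 D3A mutant enzyme; also added: Ac-DEVD-pNA; doses: one concentration, 8.5 µM nominal, 0.8% DMSO; times: 1 h compound preincubation, 2 h substrate hydrolysis at 25 °C; technique: 405 nm absorbance of p-nitroaniline, reads at 0 and 120 min; measure: % activation between DMSO and enzyme-spiked controls; repeats: single replicate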
PP1 counter: counter-screen for PP5 inhibitors: inhibitors of human PP1-alpha; inhibition, % at 6.7 µM; 320,000 compounds, 0.9% hits; P62136; purified PP1alpha, OMFP fluorescence;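 active = inhibition above the mean inhibition of all tested compounds plus 3 SD, computed separately for each screening campaign, cut at about 15% in these data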
Target sequence (P62136 whole entry, looked up): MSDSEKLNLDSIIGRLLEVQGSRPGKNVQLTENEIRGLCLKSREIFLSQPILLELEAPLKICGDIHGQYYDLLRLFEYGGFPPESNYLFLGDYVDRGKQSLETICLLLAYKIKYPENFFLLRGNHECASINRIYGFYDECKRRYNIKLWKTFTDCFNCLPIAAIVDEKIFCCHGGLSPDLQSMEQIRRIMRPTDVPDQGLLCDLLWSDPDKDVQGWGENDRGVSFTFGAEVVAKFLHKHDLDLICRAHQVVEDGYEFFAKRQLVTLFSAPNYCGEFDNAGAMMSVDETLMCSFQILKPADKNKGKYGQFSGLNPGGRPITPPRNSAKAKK
VLA-4 inh: inhibition in a human VLA-4 binding assay. VLA-4 expressing cells, ligand binding flow cytometry. inhibition, % (about 7 µM as worked out from the volumes in the protocol). 330,000 compounds, 0.2% hits. P13612. AID 2557; in the data active = inhibition above about 50%
JMJD2C inh: human JMJD2C demethylase inhibition; inhibition, % at 2.35 µM; 330,000 compounds, 0.069% hits; Q9H3R0; GST-JMJD2C(1-420) H3K9me3 demethylation, DELFIA europium;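 active = more than half of a compound's replicate wells show inhibition beyond 50%, single wells judged on their own value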;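 also: signal counts dimethyl H3K9 product captured on neutravidin plate; 0% = median of DMSO wells and 100% = 0.3 times that DMSO median; strong numbers were not always called active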
HCV core dimer: blocks dimerization of HCV core protein | TR-FRET GST/Flag-core106 dimerization, 1536-well | inhibition, % at 5 µM | 300,000 compounds, 0.33% hits | AID 1899;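 active = inhibition above the mean of all tested compounds plus 3 SD, set per screening campaign, cut at about 45% in these data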
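System – GST-tagged and Flag-tagged HCV core protein residues 1-106 · Repeats – one well for each compound · Technique – TR-FRET 671 and 617 nm emission · Doses – one concentration, 5 µM, in 0.5% DMSO · Times – 4 h, 22.5 °C incubation · Also added – Eu donor and XL665 acceptor anti-tag antibodies · Measure – percent inhibition of core106 dimerization signal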
Fh CTSL1 inh: cathepsin L1 inhibition, PFM18AAP counter-screen. recombinant F. hepatica cathepsin L1, Z-Leu-Arg-MCA fluorescence. inhibition, % at 5.96 µM. 300,000 compounds, 0.49% hits. AID 1906;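 active = inhibition above the mean of all tested compounds plus 3 SD, set per screening campaign, cut at about 17% in these data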;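 also: 0% = plate median of test compound wells and 100% = 1 µM Z-Phe-Ala-diazomethylketone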
* hit, by the source's call; nt = not tested or not shown.

SMILES	PP5 inh	GRK2 inh	proCasp7 act	proCasp3 act	PP1 counter	VLA-4 inh	JMJD2C inh	HCV core dimer	Fh CTSL1 inh
CCc1ccc2c(c1)C(c1ccc([N+](=O)[O-])cc1)=NNC(c1ccc(Br)cc1)=N2	-0.6	0	9	-7	-1	5	-3	-1	1
NNC(=O)CCn1nnc2ccccc21	0.5	2	0	0	-3	-1	-6	-2	3
CCCc1cc(=O)[nH]c(SCC(=O)Nc2cc(S(=O)(=O)N(CC)c3ccccc3)ccc2Cl)n1	nt	0	11	2	nt	12	31	nt	nt
Cc1ccc(NC(=O)C2=CN3CCS(=O)(=O)N=C3C=C2)cc1	nt	0	16	9	nt	10	-6	nt	nt
O=C(Cc1ccc(Cl)cc1)Nc1ccc(NC(=O)c2ccccc2)cc1	2.8	0	-2	1	1	9	1	9	-1
CCC(=O)OCCNc1cc(Sc2nc3ccccc3[nH]2)c2nonc2c1[N+](=O)[O-]	-0.5	0	-17	-19	-2	14	4	-2	4
Cc1ccc(-c2nn3c(C)nnc3s2)cc1N	-0.4	0	5	0	-2	16	-3	4	0
N#Cc1c(Cl)nsc1NC(=O)c1ccccc1	2.8	0	12	14	4	33	17	4	2
CCOC(=O)c1cnc2c(C)c(-c3ccccc3)[nH]n2c1=O	0.0	2	8	12	49*	1	6	3	3
CN1C(=O)c2ccccc2C(C(=O)NCCCN2CCCC2)C1c1c[nH]c2ccccc12 (stereo not given)	-0.2	0	2	-5	-4	11	-6	-5	-4
Cc1nc(Sc2ccc(Br)cc2)c(C#N)c(C)c1[N+](=O)[O-]	0.0	5	8	-6	-1	11	33	1	11
COc1ccc(C2CC(=O)C(C=NCCCN3CCOCC3)=C(O)C2)cc1 (stereo not given)	-0.5	0	14	8	-3	10	12	-1	1
CCN(CC)C(=O)CN1C(=O)C2(OCC(C)(C)CO2)c2ccccc21	2.5	0	10	2	-3	20	-3	nt	nt
Cc1ccccc1Cn1c(=O)n(CCCC(=O)NCc2ccco2)c(=O)c2ccccc21	0.2	2	-6	-4	1	-4	6	3	0
O=C(NC1CCCN(Cc2ccc(Cl)cc2)C1)c1cnc2ccccn2c1=O (stereo not given)	-1.7	0	0	-2	2	-8	-3	-2	6
CSC1=N/C(=C\c2ccc(Br)o2)C(=O)S1	0.3	17	-15	-7	-2	11	32	34	-1
Cc1cccc(N=Cc2c(O)cc(C)oc2=O)c1	-1.4	5	2	10	-1	8	-15	1	3
Cc1ccc(OC(C)C(=O)O)cc1C (stereo not given)	-0.6	2	-2	10	-5	-5	-3	4	-3
CCOC(=O)Cn1cnc2c(C#N)c3n(c2c1=O)CCCCC3	1.9	0	0	4	0	-2	2	-2	0
CCOCCCNC(=O)C(c1ccc(OC)cc1)N(Cc1ccc2c(c1)OCO2)C(=O)c1ccccn1 (stereo not given)	0.5	1	0	11	7	12	-2	-2	-1
CCCCNC(=O)NNC(=O)c1ccoc1C	-1.9	3	2	-7	-2	-16	7	-6	-1
C#CCOCCOCCOCCNc1nc(N2CCN(C(=O)[C@H](CC(N)=O)n3cc(C(N)[C@H](C)CC)nn3)CC2)nc(N2CCN(C(=O)[C@H](CC(N)=O)n3cc(C(N)[C@@H](C)CC)nn3)CC2)n1 (stereo not given in full)	nt	0	3	1	nt	3	7	nt	nt
COc1ccc(/C=N/Nc2ncnc(Cl)c2N)cc1OC	2.1	4	-6	-14	10	6	35	-9	3
CCCOC(=O)C(C)n1c(-c2ccccc2)nc2ccccc2c1=O (stereo not given)	2.5	0	0	2	2	6	0	3	8
CCOC(=O)C1(CC2CC2)CCN(Cc2ccc(C(=O)OC)cc2)CC1	0.9	0	5	8	0	6	-7	1	0

Copied from the list:
Cc1ccccc1Cn1c(=O)n(CCCC(=O)NCc2ccco2)c(=O)c2ccccc21 @ HCV core dimer: 3
CCCCNC(=O)NNC(=O)c1ccoc1C @ proCasp7 act: 2

(cont.)
SMILES	PP5 inh	GRK2 inh	proCasp7 act	proCasp3 act	PP1 counter	VLA-4 inh	JMJD2C inh	HCV core dimer	Fh CTSL1 inh
Fc1ccc(-c2n[nH]c(=S)n2Cc2ccccc2)cc1	1.6	0	-17	-20	-4	-6	-1	0	-2
Nc1nnc(SCC(=O)Nc2cccc(S(N)(=O)=O)c2)s1	-2.9	1	0	2	-5	5	-14	3	4
O=C(Cc1ccccc1)NCC(=O)OCC(=O)c1cccs1	0.4	3	1	-2	-8	25	-7	1	-32
Cc1ccc(C2=CSC3=NNC4(CCCCC4)NN23)cc1	-2.3	0	-4	11	-1	-7	5	0	-2
Cc1ccc(CCNC(=O)c2nc(CS(=O)(=O)c3ccc(Cl)cc3)no2)cc1	0.5	0	11	-1	-1	-2	-2	5	-1
COc1cc(-c2cc(OC)c3c(C)oc(C)c3c(=O)c2)ccc1O	-0.9	3	-8	-1	0	-3	5	-1	1
Cc1ccc(C2(C)NC(=O)N(CC(=O)N(Cc3ccccc3)C(C)(C)C)C2=O)cc1 (stereo not given)	1.0	13	6	-1	2	-6	-23	5	1
O=[N+]([O-])c1ccc(C2CCCC/C2=N/OCc2ccc(F)cc2)c([N+](=O)[O-])c1 (stereo not given)	0.5	0	3	-5	7	6	2	2	3
CCCCC(=O)Nc1ccc(C(=O)NNC(=O)c2ccc(C)c(Br)c2)cc1	-0.1	0	3	-5	6	-4	8	-8	3
CC(NS(=O)(=O)c1ccc(Cl)cc1)C(=O)N1CCOCC1 (stereo not given)	-0.6	0	3	4	-3	7	-4	-14	6
CCN(CC)c1ccc(C(=S)N2CCN(c3ccccc3)CC2)cc1	-0.3	0	-2	-5	2	16	-14	7	5
N#C/C(=C\Nc1ccc(F)c(Cl)c1)S(=O)(=O)c1ccccn1	1.9	2	5	7	1	29	4	-1	2
COc1ccc2nc(N(CCN(C)C)C(=O)c3ccc4c(c3)OCCO4)sc2c1	4.2	0	6	-1	-5	7	9	-2	0
CC(C)(C)OC(=O)C[C@@H]1C/C=C\C[C@H](CC(=O)NCCO)C(=O)N2CCC[C@@H]2COC1=O	nt	0	1	5	nt	19	-1	nt	nt
CCOc1nc(N(C)C)nc(-n2nnc(C(C)=O)c2C)n1	-0.3	5	-6	6	-1	7	-8	-3	2
COC(=O)CCC(=O)OC1(C)C(=O)C=C2C=C(C3CC3)N(C3CCCC3)C=C2C1=O (stereo not given)	12*	3	-4	-13	3	36	-1	3	-1
Cc1cc(C)c(N(CC(=O)NCc2ccccc2)C(=O)c2csnn2)c(C)c1	2.6	0	-5	1	0	-13	5	-20	2
O=C(O)CCCCCN1C(=O)/C(=C\c2ccncc2)SC1=S	3.4	0	-21	-8	0	10	8	-4	-3
CN(C)c1ccc(P(=O)(CC(=O)N/N=C/c2ccc(C#N)cc2)OCCCl)cc1 (stereo not given)	-1.1	3	-6	8	0	6	3	-2	0
Cc1cccc(NC(=S)NNC(=O)c2csc(C(C)C)c2)c1	0.6	0	4	4	4	0	5	-3	1
CCOc1ccc(S(=O)(=O)NCc2ccc(F)cc2)c2cccnc12	2.0	10	17	-2	1	7	-3	0	-2
CC1CCN(C(=O)COC(=O)c2n[nH]c(=O)c3ccccc23)CC1	-0.9	0	-13	5	-1	6	16	nt	nt
O=C(Nc1ccc(Cl)cn1)c1cc2c(s1)-c1ccccc1OC2	-2.6	0	-16	-9	10	14	-2	10	0
O=C(N/C(=C/c1ccco1)C(=O)N1CCc2ccccc21)c1ccco1	-1.3	1	-7	5	-3	-4	-8	3	-1
COc1ccccc1C1C(C(=O)c2cc3ccccc3o2)=C(O)C(=O)N1c1cc(C)on1 (stereo not given)	-1.6	29	-37	-14	20*	-10	14	-4	0
CCc1ccc(C(=O)CC2(O)C(=O)N(CN3CCOCC3)c3ccccc32)cc1 (stereo not given)	-0.3	0	6	-2	-1	9	6	0	2
N#Cc1ccc(C(=O)NC(=S)NC2CCCCC2)cc1	nt	2	4	6	nt	-6	2	nt	nt
CC1=C(C(=O)N2CCCC(N3CCN(c4cccc(C(F)(F)F)c4)CC3)C2)OCCO1 (stereo not given)	-2.1	2	4	3	-4	7	3	-2	-1

Limited to VLA-4 inh, for some of the entries so far:
canonical_smiles | VLA-4 inh
CC(NS(=O)(=O)c1ccc(Cl)cc1)C(=O)N1CCOCC1 (stereo not given) | 7
CC(C)(C)OC(=O)C[C@@H]1C/C=C\C[C@H](CC(=O)NCCO)C(=O)N2CCC[C@@H]2COC1=O | 19

6 compounds drawn at random from those above:
SMILES	PP5 inh	GRK2 inh	proCasp7 act	proCasp3 act	PP1 counter	VLA-4 inh	JMJD2C inh	HCV core dimer	Fh CTSL1 inh
CC1=C(C(=O)N2CCCC(N3CCN(c4cccc(C(F)(F)F)c4)CC3)C2)OCCO1 (stereo not given)	-2.1	2	4	3	-4	7	3	-2	-1
N#C/C(=C\Nc1ccc(F)c(Cl)c1)S(=O)(=O)c1ccccn1	1.9	2	5	7	1	29	4	-1	2
Fc1ccc(-c2n[nH]c(=S)n2Cc2ccccc2)cc1	1.6	0	-17	-20	-4	-6	-1	0	-2
O=C(O)CCCCCN1C(=O)/C(=C\c2ccncc2)SC1=S	3.4	0	-21	-8	0	10	8	-4	-3
O=C(Cc1ccccc1)NCC(=O)OCC(=O)c1cccs1	0.4	3	1	-2	-8	25	-7	1	-32
Cc1cccc(NC(=S)NNC(=O)c2csc(C(C)C)c2)c1	0.6	0	4	4	4	0	5	-3	1

Rows are unselected (roughly 2.6% active in at least one column).
